HT1080 cytotoxicity: HT1080 cell viability loss – fluorescence readout (AID 620) | HT1080 viability, fluorescence; higher % means a stronger effect | one-dose cytotoxicity, % at 10 µM; EC50 in µM for titrated hits | 87,000 tested, 0.42% active; in the data active = cytotoxicity above about 50%;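 note: cells exposed to compound overnight then 4 h with Alamar Blue; 0% = vehicle DMSO and 100% = killing control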
* marks the source's active call; other numbers are inactive results. A portion of the library; count on the stated rates, not on these rows.

compound,HT1080 cytotoxicity
CC1=NN(/C(=N\c2nnc(C)s2)Nc2ccccc2)[C@H](c2ccc(C)cc2)S1,1.8%
Cc1cc(NC(=O)CCC(=O)N(CC(=O)NC2CCCC2)c2cccc(C)c2C)no1,-7.9%
CCOC(=O)C1=C(Cc2ccc(C)cc2)C(=O)c2ccccc2C1=O,-31.4%
O=C(c1ccccc1)N1CCN(C(=O)c2ccccc2)CC1,4.7%
CCCCNC(=O)CCc1nc2cccnc2n1Cc1ccc(OC)cc1,9.0%
CC(C)(C)[Si](OCC[C@@H]1C[C@@]1(C)[C@@H](NP(=O)(c1ccccc1)c1ccccc1)c1ccccc1)(c1ccccc1)c1ccccc1,1.8%
Clc1ccc(OCCSc2ncccn2)c2ccccc12,-10.7%
Cc1ccc(C(C(=O)NC2CCCC2)N(Cc2ccco2)C(=O)CCC(=O)Nc2cc(C)on2)cc1 (stereo unspecified),4.7%
CCOC(=O)c1sc(C)c2c1NC(C)(c1ccccc1)NC2=O (stereo unspecified),26.8%
CCCCCCCCCOC(=O)C(CC(=O)O)N1CCOCC1 (stereo unspecified),-5.4%
CCN1CCN(c2nc3ccccc3nc2C(C#N)S(=O)(=O)c2ccc(C)cc2)CC1 (stereo unspecified),8.7%
O=C1c2ccccc2C(=O)N1CCCN1CCN(CCCN2C(=O)c3ccccc3C2=O)CC1,-1.4%
Cn1c(SCC(=O)c2ccccc2)nnc1-c1ccco1,2.6%
Cc1ccc2[nH]c3c(N4CCc5ccccc5C4)ncnc3c2c1,-7.9%
O=C(CN1C(=O)C2C3C=CC(C3)C2C1=O)NCc1ccco1 (stereo unspecified),2.7%
O=C(Nc1ccc(Cl)c(C(F)(F)F)c1)NC1CC2CCCC(C1)N2C1CC1 (stereo unspecified),-4.3%
Cc1nn(Cc2ccc(F)cc2)c(C)c1NC(=O)c1cnn2c1NC(c1cccs1)CC2C(F)(F)F (stereo unspecified),11.0%
Cc1ccc(S(=O)(=O)NCCN2CCOCC2)cc1,-3.3%
COc1ccc(-c2nnc(-c3ccc(OCC(C)C)cc3)o2)cc1,-16.9%
COc1ccc2nc(SCC(=O)N3CCN(c4ccc(F)cc4)CC3)c(C#N)cc2c1,1.7%
Cc1noc(C)c1COc1cccc(C(=O)NCc2ccccc2Cl)c1,-3.8%
CCN1C(=O)/C(=C2\C=Cc3cc(C)ccc3N2CC)OC1=S,3.2%
Cc1cc(NC(=O)C(=O)NCCN2CCN(C(=O)c3cccs3)CC2)ccc1Br,4.2%
Cc1ccc(CNC(=O)CSc2c3c(nc4ccc(Cl)cc24)CCCC3)o1,5.0%
COC(=O)c1ccccc1NC(=O)c1c(Br)cnn1C,-6.2%
Cn1c(=O)c2c(-c3ccccc3F)c3c(nc2n(C)c1=O)-c1ccccc1C3O (stereo unspecified),-13.6%
c1ccc(Nc2cccc(Nc3ccccc3)n2)cc1,2.1%
C#CCNC(=O)/C=C/c1ccc(C)cc1,3.8%
NNC(=O)COc1cccc2cccnc12,17.2%
CCCOc1ccc(N2C(=O)CC(N(CCc3ccc(S(N)(=O)=O)cc3)C(C)=O)C2=O)cc1 (stereo unspecified),4.2%
Cc1noc(C)c1COc1cccc(C(=O)Nc2ccc(OCc3ccccc3)cc2)c1,-9.3%
CC1Cc2ccccc2N1C(=O)c1cc2sccc2n1Cc1ccccc1 (stereo unspecified),-15.8%
COC(=O)Nc1ccc(S(=O)(=O)Nc2ccc(O)cc2)cc1,-15.3%
Cc1cc(Cl)ccc1Oc1cccc(C(=O)/C(C#N)=C/N(C)C)c1,3.8%
COCCNC(=O)c1cn(Cc2c(F)cccc2Cl)nn1,-2.0%
O=C(CSc1nc(-c2ccccc2)c(-c2ccccc2)[nH]1)NCCN1C(=O)CSC1=O,42.0%

Look-ups from the entries so far.
HT1080 cytotoxicity result of Cc1noc(C)c1COc1cccc(C(=O)Nc2ccc(OCc3ccccc3)cc2)c1 = -9.3%
HT1080 cytotoxicity result of c1ccc(Nc2cccc(Nc3ccccc3)n2)cc1 = 2.1%

(cont.)
compound,HT1080 cytotoxicity
Cc1ccc(C(=O)COc2nc(C)cc(C)c2C#N)cc1,-10.7%
CC(=O)Nc1ccc(NC(=O)COC(=O)Cc2cccs2)cc1,19.4%
N#Cc1c(-c2ccc(Cl)cc2)nc2n(c1=O)CCCS2,-8.4%
COc1cc(OC)c(OC)cc1CN1CCN(S(=O)(=O)c2ccc(F)cc2)CC1,-3.4%
COc1cccc(-n2nc3c(-n4ncc(C#N)c4N)nnc(C)c3c2C)c1,-1.9%
C#CCOC(=O)C(NC(=O)c1ccccc1)=C(C)C,1.4%
O=C(NCc1ccccn1)[C@H]1C[C@@H]1[C@H](NP(=O)(c1ccccc1)c1ccccc1)c1ccccc1,-5.1%
COCCNCCOCCOc1ccc(Cl)c(C)c1,-12.6%
O=C(NC1CCCCC1)N1CCCC(c2nc(-c3cccs3)no2)C1 (stereo unspecified),-10.0%
Cc1ccc(C2C3=C(NCCN=C3c3ccccc3)C(=O)N2c2ccccc2)cc1 (stereo unspecified),15.8%
Cc1ccn(C(=O)c2cc3cc(Cl)ccc3oc2=O)n1,-1.8%
CN1CCN(C(=O)c2ccc(COc3ccc(C(C)(C)C)cc3)o2)CC1,-13.2%
CCOC(=O)c1sc2nc3c(cc2c1N)COC(C)(CC)C3 (stereo unspecified),-15.0%
COC(=O)N/N=C/c1ccc([N+](=O)[O-])o1,-11.2%
Cc1cc(C(=O)CSc2nc3ccccc3n2C)c(C)n1C,17.6%
CCS(=O)(=O)n1nc(-c2ccccc2)nc1SC,-14.5%
CC(=O)NC(c1cccc([N+](=O)[O-])c1)c1c(OC(C)=O)ccc2ccccc12 (stereo unspecified),-7.7%
Cc1cc(=O)oc(C)c1C(=O)OCC(=O)c1ccc(Cl)cc1,-16.0%
Cc1nn(Cc2c(Cl)cccc2Cl)c(C)c1C(=O)NCc1ccc(C)n1C,-10.6%
CCC(CC)C(=O)N1CCN(Cc2ccc3c(c2)OCO3)CC1,10.8%
CC(C)c1nc2ccc(NC(=O)C34CC5CC(CC(C5)C3)C4)cc2[nH]1,34.8%
CCC(C)NC(=O)Nc1ccc2c(c1)N(C)C(=O)c1ccccc1S2 (stereo unspecified),-1.9%
CN(C)Cc1c(O)ccc2c3c(c(=O)oc12)CCCCC3,-7.8%
O=C(Nc1ccccc1Cl)c1ccn[nH]1,14.7%

3 compounds out of the list, ordered by SMILES length, smallest number first.
compound,HT1080 cytotoxicity
CN(C)Cc1c(O)ccc2c3c(c(=O)oc12)CCCCC3,-7.8%
CCOC(=O)c1sc2nc3c(cc2c1N)COC(C)(CC)C3 (stereo unspecified),-15.0%
CC(C)c1nc2ccc(NC(=O)C34CC5CC(CC(C5)C3)C4)cc2[nH]1,34.8%

(listing goes on)
compound,HT1080 cytotoxicity
C=CCSc1nc(C)c2cc(C)cc(C)c2n1,-2.1%
Cc1cccc(C)c1N1CCN(S(=O)(=O)N2CCOCC2)CC1,-6.2%
CC1CC(Nc2ccccc2)c2ccccc2N1C(=O)c1cccnc1 (stereo unspecified),-9.1%
CCCCNC(=O)CN(CCc1ccccc1)S(C)(=O)=O,-15.6%
CCN(C(=O)CSc1nnc(-c2ccncc2)n1C)C1CCS(=O)(=O)C1 (stereo unspecified),12.4%
CC(C)Cn1c(N)c(C(=O)COC(=O)CC23CC4CC(CC(C4)C2)C3)c(=O)n(C)c1=O,14.0%
COc1ccc(-n2nnnc2SCC(=O)c2ccc3c(c2)OCCO3)cc1,-3.6%
CC(=O)N1CC=CC1(CC(C)C)C(=O)NCc1cc(F)cc(C(F)(F)F)c1 (stereo unspecified),-14.8%
C/C(N)=C(/C#N)C(=O)CSc1nnc(Nc2ccccc2C)s1,-0.4%
Cc1c(CCC(=O)O)c(=O)n2c([nH]c3ccccc32)c1C#N,-2.1%
Cc1cc(NS(=O)(=O)c2ccc(CC(C)C)cc2)no1,-0.2%
Cc1nnc(Sc2c(N)n(C)c(=O)n(C)c2=O)s1,1.9%
Cc1ccc2c(CN3CCN(CCO)CC3)cc(=O)oc2c1C,7.2%
COc1cc(CNn2cnnc2)ccc1OCC(=O)NC(C)(C)C,1.4%
CCOC(=O)c1ccccc1NC(=O)c1cccc(F)c1,-21.5%
Cc1cccc(Nc2nc(-c3ccc4c(c3)OCCO4)cs2)c1,-4.0%
CC(=O)Oc1cc2c(cc1Cl)C1(CC(c3ccccc3Cl)O2)CC(C)(C)NC(=S)N1 (stereo unspecified),0.1%
CCN(CC)S(=O)(=O)c1csc(C(=O)OCC(=O)c2ccccc2)c1,-10.4%
Cn1c(-c2sc3cc(C(F)(F)F)cnc3c2-c2ccccc2)n[nH]c1=S,26.1%
CCOC(=O)N1CCC(Nc2c(NCCCN3CCN(CC)CC3)c(=O)c2=O)CC1,1.6%
CC(=O)Nc1ccc(NC(=O)CSc2ccc(C)cc2)cc1,-4.5%
COc1ccc(-c2n[nH]c(=S)n2CC(C)C)cc1,11.1%
Cc1ccc(C(=O)c2c[nH]cc2-c2ccccc2)cc1,-0.3%
COc1cccc(NC(=O)c2ccc3snnc3c2)c1,-5.2%
COc1ccccc1-c1csc(Cc2nnc3n2CCCCC3)n1,-10.3%
Cc1ccc(S(=O)(=O)N(CCCO)Cc2cc3c(C)ccc(C)c3[nH]c2=O)cc1,8.2%
CSc1ccccc1NC(=O)CN(C)S(=O)(=O)c1ccc(F)cc1,3.6%
Cc1ccc(Nc2c3c(nc4ncnn24)CC(C)CC3)cc1 (stereo unspecified),-6.3%
CC(C)CC1(C(=O)NCc2ccccn2)C=CCN1C(=O)c1ccccc1 (stereo unspecified),-6.0%
CC1(C)Cc2c(sc3c2C(=O)N(c2ccccc2)C2=NCCN23)CS1,-1.4%
CCOc1ccc(N2C(=O)CN=C2Nc2ccccc2F)cc1,-7.8%
C=C(C)Cn1c(=S)[nH]c2ccccc2c1=O,-2.9%
Cc1ccc(NC(=O)CS(=O)CC(=O)N(c2ccc(C)cc2)C(C)C(=O)NC2CCCCC2)cc1 (stereo unspecified),10.5%
CC(=O)/C=C1/SC(CC(=O)O)C(=O)N1c1ccccc1 (stereo unspecified),5.1%
Cc1ccnc(NS(=O)(=O)c2ccc(NC(=O)c3ccc(C)o3)cc2)n1,0.4%
COc1ccc(NC(=O)N2CCC(C(=O)c3ccc(F)cc3)CC2)cc1,-12.8%

Six compounds picked at random from the list so far, as already listed:
compound,HT1080 cytotoxicity
COc1ccc(NC(=O)N2CCC(C(=O)c3ccc(F)cc3)CC2)cc1,-12.8%
COc1ccccc1-c1csc(Cc2nnc3n2CCCCC3)n1,-10.3%
Cc1ccc(NC(=O)CS(=O)CC(=O)N(c2ccc(C)cc2)C(C)C(=O)NC2CCCCC2)cc1 (stereo unspecified),10.5%
CSc1ccccc1NC(=O)CN(C)S(=O)(=O)c1ccc(F)cc1,3.6%
Cc1ccnc(NS(=O)(=O)c2ccc(NC(=O)c3ccc(C)o3)cc2)n1,0.4%
C=C(C)Cn1c(=S)[nH]c2ccccc2c1=O,-2.9%

Further results.
compound,HT1080 cytotoxicity
C=CCn1c(SCC(=O)NCc2ccco2)nc2sc3c(c2c1=O)CCCC3,-3.4%
COC(=O)c1ccc(NC(=O)C2CCCCC2C(=O)O)cc1 (stereo unspecified),5.4%
Cc1ccccc1-c1nc2ccccc2o1,-10.7%
O=C(OC(C(=O)NC1CCCCC1)c1ccccc1)c1ccco1 (stereo unspecified),15.1%
CCOc1ncccc1C(=O)N1CCN(Cc2ccc3c(c2)OCO3)CC1,-7.7%
Nn1c(SCc2nc3ccccc3[nH]2)nnc1-c1ccccc1,-5.5%
Cc1ccc(-c2cc(C(=O)NCC3CCCO3)c3ccccc3n2)o1 (stereo unspecified),-9.3%
CCOc1cc(C)cc2oc(=O)cc(-c3ccccc3)c12,-15.0%
CCOC(=O)n1c(=O)oc2ccccc21,12.6%
COc1cc(-c2nnc(SCC(=O)Nc3ccc4c(c3)OCCO4)o2)cc(OC)c1OC,-8.2%
CCC(C)NC(=O)COc1ccc(Br)c(C)c1 (stereo unspecified),2.1%
O=C(OCn1ncc(Br)c(Br)c1=O)c1ccccc1Cl,40.0%
COc1ccc(OC)c(N(CC(=O)Nc2cccnc2)S(=O)(=O)c2ccccc2)c1,0.7%
Cc1nnc(SCc2c(Cl)cccc2Cl)s1,0.8%
Cc1ccc(C2NC(=O)c3c(sc(C)c3C)N2)c(O)c1 (stereo unspecified),-6.5%
CCn1c(SCC(=O)Nc2ccc3c(c2)OCO3)nc2ccccc21,1.2%
Cc1ccc(Cn2c(=N)n(CC(O)COc3ccccc3)c3ccccc32)cc1 (stereo unspecified),12.6%
Cc1cc(C)n2nc(SCc3cc(=O)oc4cc(O)ccc34)nc2n1,-5.0%
CCn1cnc2cc(NCc3nc4ccccc4n3Cc3ccccc3)ccc21,13.2%
O=S(=O)(NC1CCCC1)c1cccc(-c2nnc(-c3ccccc3)o2)c1,-13.4%
O=C(Nc1ccon1)c1ccccc1F,1.0%
CC(C)(C)OC(=O)NCCc1nnc(SCc2ccc(Cl)cc2)o1,-4.6%
c1ccc(-n2ncc3c(N4CCN(CCOc5cccc6ccccc56)CC4)ncnc32)cc1,-7.0%
COc1cccc(C(=O)Nc2nc3c(s2)CN(C)CC3)c1,19.0%
Cc1ccc(CNC(=O)CSc2nc3ccsc3c(=O)n2NC(=O)c2ccccc2)cc1,-12.3%
Cc1ccc(NC(=O)c2cc3nc(C)cc(C)n3n2)cc1,5.9%
COc1ccc(CCCc2nnc(SCC(=O)Nc3cc(C)ccc3C)o2)cc1,13.3%
COc1ccc(-c2n[nH]c3c2C(c2ccc(OC)c(OC)c2)N(c2ccccc2)C3=O)cc1 (stereo unspecified),4.1%

From PubChem BioAssay
